# EPAC1 agonist: agonists of human EPAC1 | O95398 | EPAC1 agonist qHTS, biochemical assay; response scale: 100% = response to 6.5 mM cAMP | Potency, µM (series often up to 154 µM), for inactives: at the highest dose activation, actives largely listed as activators | hit rate 0.073% among 360,000 | AID 720707; further: potency means the concentration at half of the fitted maximal effect; nearly all actives have a fitted effect of over 60% in size
#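 Nucleotide exchange assay: 100 nM EPAC1 with 250 nM Rap1B loaded with BODIPY-GDP and 50 uM GDP, room temperature. Fluorescence (480/540 nm) read every 5 min for 30 min; signal change normalized to 6.5 mM cAMP as full agonist.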
# FUS suppressor: rescues growth of FUS-expressing yeast. S. cerevisiae FUS-expressing, growth rescue, OD600, 24 h. Potency, µM (top dose mostly 76.6 µM), inactives show top-dose growth rescue (activation), actives largely listed as activators. hit rate 0.24% among 390,000;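 further: potency means the concentration at half of the fitted maximal effect; plate controls were DMSO vehicle for no effect and reference control for full effect; nearly all actives have a fitted effect of over 55% in size; some results filed as inactive show a strong effect at the top dose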
#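 Toxicity suppression screen in FUS-yeast. Cells induced with 2% galactose, starting OD 0.005, treated 24hr at 30C with compounds at multiple final concentrations; growth by OD600.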
# Abeta rescue: A-beta toxicity reversal in yeast; hit rate 0.063% among 410,000; yeast expressing A-beta42, growth rescue, OD600, 48 h; response scale: 0% DMSO, 100% iron-clioquinol control; Potency, µM (highest dose often 46.1 µM), for the others: at the top dose growth rescue, hits mostly activators; further: potency means the concentration at half of the fitted maximal effect; nearly all actives have a fitted effect of over 55% in size
#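 Yeast growth medium received pinned compounds, then yeast cells expressing toxic A-beta were added; plates incubated at 30 C for 48 hr. Growth read as absorbance at 600 nm, normalized to DMSO and equimolar FeCl3 plus clioquinol controls.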
# PI5P4K alpha inh: inhibitors of human PI5P4K alpha. PI5P4Kalpha enzyme, ADP-Glo luminescence, 60 min; active compounds read low. AID 652105. hit rate 1.2% among 330,000. max response, %. P48426; active means max response of -50% or lower; inconclusive means between -30% and -50%; inactive means -30% or higher; further: value at the top dose of about 77 µM; on the % scale 0 is the no-effect control and ±100 the full control effect
#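 Compounds were pin-transferred onto PI5P4Kalpha and substrate in HEPES pH 7.4 buffer with EGTA, CHAPS and 5% DMSO. ATP (5 microM final) started the reaction, which ran 60 minutes at room temperature before ADP-Glo detection.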
# EPAC1 antag: blocks human EPAC1 exchange factor. Potency, µM (highest dose often 115 µM), inactives show at the highest dose activity change, negative = inhibition, hits mostly inhibitors. EPAC1 GEF assay, Rap1b-BODIPY-GDP exchange fluorescence. hit rate 0.14% among 360,000. O95398;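 further: potency means the concentration at half of the fitted maximal effect; plate controls were vehicle for no effect and positive control for full effect; nearly all actives have a fitted effect of over 50% in size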
# PLK1 PBD inh: inhibitors of human PLK1 polo-box domain binding. Plk1 PBD binding of FITC phosphopeptide, fluorescence polarization. Potency, µM, for the others: max response, negative = inhibition, most hits filed as inhibitors. P53350. AID 720504. hit rate 2.8% among 360,000; further: potency means the concentration at half of the fitted maximal effect; series mostly up to about 57 µM; on the % scale 0 is the no-effect control and ±100 the full control effect; nearly all actives have a fitted effect of over 65% in size
# IL2 activator: activators of IL-2; hit rate 0.065% among 360,000; IL-2 activation reporter assay, cell-based qHTS; stimulated with anti-CD3/CD4/CD28 beads; in transgenic mouse T cells; activation, % (series mostly up to about 46 µM); in the data active means activation above about 50%; inconclusive means mostly about 30% to 49%; further: 0% is about no effect
#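 First, unstimulated transgenic mouse T cells were exposed to compound for 60 min. Next, anti-CD3/anti-CD4-coated beads with anti-CD28 were added. Finally, after 18 h at 37 degrees C, EGFP and DsRed were imaged.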
# WRN helicase inh: WRN helicase (human) inhibition. Q14191. WRN helicase unwinding, fluorescent forked duplex, kinetic. Potency, µM (doses to about 114 µM), for inactives: at the highest dose activity change, negative = inhibition, usual class: inhibitors. hit rate 0.46% among 360,000; further: potency means the concentration at half of the fitted maximal effect; on the % scale 0 is the no-effect control and ±100 the full control effect; nearly all actives have a fitted effect of over 55% in size
# Target sequence (Q14191 whole entry, looked up): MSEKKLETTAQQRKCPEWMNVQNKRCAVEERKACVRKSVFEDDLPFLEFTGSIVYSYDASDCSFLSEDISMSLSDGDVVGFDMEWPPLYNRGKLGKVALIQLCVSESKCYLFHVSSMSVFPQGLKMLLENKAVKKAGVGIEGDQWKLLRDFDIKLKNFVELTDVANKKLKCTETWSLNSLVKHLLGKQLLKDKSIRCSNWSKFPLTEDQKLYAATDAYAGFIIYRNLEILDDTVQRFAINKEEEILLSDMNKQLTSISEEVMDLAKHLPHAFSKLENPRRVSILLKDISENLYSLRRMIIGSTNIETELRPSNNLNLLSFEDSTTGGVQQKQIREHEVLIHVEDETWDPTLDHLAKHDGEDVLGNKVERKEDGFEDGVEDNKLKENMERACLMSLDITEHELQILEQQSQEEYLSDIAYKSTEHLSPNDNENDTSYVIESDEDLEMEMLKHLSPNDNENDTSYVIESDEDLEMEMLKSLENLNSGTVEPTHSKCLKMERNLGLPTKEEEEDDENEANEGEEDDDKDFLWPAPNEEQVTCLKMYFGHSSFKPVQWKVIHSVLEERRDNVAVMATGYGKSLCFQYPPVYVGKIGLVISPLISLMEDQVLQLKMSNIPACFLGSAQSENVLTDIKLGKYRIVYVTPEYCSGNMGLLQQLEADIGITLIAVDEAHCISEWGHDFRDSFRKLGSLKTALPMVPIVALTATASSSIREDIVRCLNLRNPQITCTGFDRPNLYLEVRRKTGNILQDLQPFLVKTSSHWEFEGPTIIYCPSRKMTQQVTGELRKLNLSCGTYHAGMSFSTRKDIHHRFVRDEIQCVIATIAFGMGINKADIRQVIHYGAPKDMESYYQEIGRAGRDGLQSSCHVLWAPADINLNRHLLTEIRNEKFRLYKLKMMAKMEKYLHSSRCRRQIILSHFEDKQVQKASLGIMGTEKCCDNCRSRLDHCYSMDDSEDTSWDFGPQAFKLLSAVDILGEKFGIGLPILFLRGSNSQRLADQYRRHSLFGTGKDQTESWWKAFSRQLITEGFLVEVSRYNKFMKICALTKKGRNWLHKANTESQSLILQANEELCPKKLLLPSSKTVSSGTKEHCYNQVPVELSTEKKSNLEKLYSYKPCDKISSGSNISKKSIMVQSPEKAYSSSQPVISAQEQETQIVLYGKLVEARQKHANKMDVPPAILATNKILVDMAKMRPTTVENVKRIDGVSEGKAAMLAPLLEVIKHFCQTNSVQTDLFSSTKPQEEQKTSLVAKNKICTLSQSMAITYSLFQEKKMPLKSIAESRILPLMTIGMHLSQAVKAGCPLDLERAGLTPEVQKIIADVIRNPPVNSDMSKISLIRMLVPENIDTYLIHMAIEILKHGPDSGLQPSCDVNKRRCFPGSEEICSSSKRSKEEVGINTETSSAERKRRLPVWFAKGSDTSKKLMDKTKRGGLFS
#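 Screening of the MLSMR collection measured strand separation of a quenched forked DNA duplex (100 nM) by 20 nM WRN with 2 mM ATP, all final. Compounds were preincubated with enzyme 15 min at room temperature.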
# Starred values were filed as active, the others as inactive; ? = inconclusive; . = no result given; & = joins results of further samples; [ ] = remark or other dose. Unless noted, the call rests on the fitted dose curve; in most records, active means well fitted curve in the direction sought with a large enough effect; inconclusive means small, poorly fitted or top-dose-only effect, or another doubt; inactive means no such curve, though single readings can be large; an effect the other way counts as inactive or inconclusive. Compounds were not picked by outcome. Share with any hit: about 4.1%.
SMILES,EPAC1 agonist,FUS suppressor,Abeta rescue,PI5P4K alpha inh,EPAC1 antag,PLK1 PBD inh,IL2 activator,WRN helicase inh
COCCN(C(=O)CSc1nc2ccccc2s1)c1c(N)n(Cc2ccccc2)c(=O)[nH]c1=O,5%,.,-6%,?,-4%,?,-4.0,?
O=C(COc1ccc(F)cc1)Nc1ccc(S(=O)(=O)Nc2ncccn2)cc1,5%,.,2%,-9,4%,-5%,-0.4,-5%
O=c1[nH]c2cc(Cl)c(Br)cc2o1,7%,.,-34%[inhibitor],0,7%,-5%,-1.6,4%
COc1cccc(-c2cc(C(F)(F)F)n3nc(C(=O)N4CCCCC4c4cccnc4)cc3n2)c1 (stereo unspecified),0%,15%,-27%,2,11%,-3%,-0.6,1%
CCOC(=O)NC(=S)Nc1cccc(NC(=S)NC(=O)OCC)c1,5%,-13%,11%,0,-11%,-6%,0.0,-5%
CC(C)CCN(CC(=O)NC(C)(C)C)C(=O)C(=O)Nc1ccc2c(c1)OCCO2,-8%,28%,-3%,2,4%,-9%,0.5,6%
CCOC(=O)NC1=NCC(C)(C)S1,2%,.,5%,0,-5%,1%,-1.8,-5%
Cc1[nH]n(-c2ccccc2)c(=O)c1/C=N/NC(=O)C(C)C,1%,-45%,-29%,1,-7%,4%,0.0,0%
O=S(=O)(c1cc(Cl)ccc1Cl)N1CCC2(CC1)OCCO2,-10%,-8%,3%,1,5%,0%,-2.5,6%
Cc1ccc(C(=O)OC2CCN(c3ccc([N+](=O)[O-])cc3)CC2)cc1,6%,10%,21%,5,11%,-7%,1.7,8%
COc1ccc(C(=O)Nc2cc(C(=O)NCCc3ccccc3)ccc2Cl)cc1,16%,-7%,12%,.,-14%,-7%,-1.0,-4%
Cc1c(Br)c([N+](=O)[O-])nn1CC(=O)Nc1ccc(C(C)C)cc1,-24%,6%,-7%,3,-11%,-7%,-0.8,-9%
Cc1cc(C)nc(SCCC(=O)Nc2ccccc2C)n1,6%,-15%,-11%,-4,1%,-1%,-0.1,-4%
CCCCN(C)CCCNC(=O)c1cn(CC)c2ccc(S(=O)(=O)N3CCc4ccccc4C3)cc2c1=O,18%,25%&16%,-10%&-5%,5,-1%,-7%,-0.4,2%
COc1ccc2[nH]c3c(=O)n(CCCCCC(=O)NCCC(C)C)c(=S)[nH]c3c2c1,2%,-34%,-3%,0,?,-14%,0.2,2%
CC1(O)CC2CC1C(C(=O)O)C2C(=O)O (stereo unspecified),1%,.,11%,16,6%,-2%,-1.8,-4%
COc1cc2c(cc1OC)C(c1cccc(OC)c1OC)CC(=O)N2 (stereo unspecified),0%,-1%,4%,2,-22%,-8%,0.0,8%
Cc1cc(C)cc(NC(=O)CN2C(=O)C3CC=CCC3C2=O)c1 (stereo unspecified),-11%,-14%,11%,-2,-1%,3%,1.1,2%
O=C(COC(=O)c1cnccn1)NCc1ccccc1Cl,-10%,-3%,0%,-10,0%,-3%,-0.9,-12%
CC(=O)NC1(C(F)(F)F)N=C2SCCN2C1=O (stereo unspecified),2%,-4%,17%,.,8%,-1%,-0.8,-1%
COc1ccc(NC(=O)CSc2nnc(-c3ccc(F)cc3)o2)cn1,1%,-8%,14%,2,10%,-5%,0.9,5%
N=c1c2c(n(Cc3ccc(Br)cc3)c3c1CCC3)CCCC2,5%,20%,-6%,0,3%,?,-1.6,6%
CC(C)c1ccc(NC(=O)C2(C)Cc3c(-c4cccc(C(F)(F)F)c4)ccnc3O2)cc1 (stereo unspecified),-19%,19%,9%,4,-17%,1%,0.0,-11%
NCC1CC2c3ccccc3C1c1ccccc12 (stereo unspecified),15%,10%,10%,1,3%,-12%,-0.1,0%
CCOC(=O)C(NCc1ccc2c(c1)OCO2)(NC(=O)c1ccccc1)C(F)(F)F (stereo unspecified),4%,4%,8%,1,6%,-2%,-0.8,-1%

# Continued; it opens with the 3 that closed the last part.
SMILES,EPAC1 agonist,FUS suppressor,Abeta rescue,PI5P4K alpha inh,EPAC1 antag,PLK1 PBD inh,IL2 activator,WRN helicase inh
CC(C)c1ccc(NC(=O)C2(C)Cc3c(-c4cccc(C(F)(F)F)c4)ccnc3O2)cc1 (stereo unspecified),-19%,19%,9%,4,-17%,1%,0.0,-11%
NCC1CC2c3ccccc3C1c1ccccc12 (stereo unspecified),15%,10%,10%,1,3%,-12%,-0.1,0%
CCOC(=O)C(NCc1ccc2c(c1)OCO2)(NC(=O)c1ccccc1)C(F)(F)F (stereo unspecified),4%,4%,8%,1,6%,-2%,-0.8,-1%
O=C(NC1CC1)C1=C[C@@H](C2CCCCC2)C[C@@H](OCc2ccc(CO)cc2)O1,3%,27%,8%,3,0%,6%,-0.6,1%
Cc1csc(Cn2c(CN(C)C)nc3ccccc3c2=O)n1,13%,14%,15%,1,-14%,-6%,-1.8,-1%
O=[N+]([O-])c1ccc2c(c1)C=C1CCCCC1(N1CCCC1)O2 (stereo unspecified),6%,1%,-1%,8,-9%,-7%,5.2,-32%[57.1 µM]
O=C(c1ccco1)N1CCN(CC(=O)N2c3ccccc3CCc3ccccc32)CC1,-6%,5%,11%,-6,4%,-2%,-0.9,12%
O=C(/C=C/c1ccc2c(c1)OCO2)NCC1CCCO1 (stereo unspecified),10%,-3%,-10%,-2,-13%,-8%,-0.3,-6%
N#Cc1ccccc1Sc1ccccc1C(=O)NCC(c1ccco1)N1CCCCC1 (stereo unspecified),-4%,-13%,-8%,-1,-3%,1%,0.9,-10%
CCNC(=O)C1(C)CCCN(CC(=O)c2ccccc2OC)C1 (stereo unspecified),-5%,-2%,-6%,-11,9%,-3%,-0.4,11%
S=C(NCCCc1cnc[nH]1)NCCCN(Cc1ccccc1)c1ccc(Br)cn1,-3%,21%,-21%,.,-10%,.,-0.9,.
O=C(CCCOc1ccccc1)Nc1ccc(Br)cc1,-10%,11%,22%,-4,-10%,-8%,1.6,7%
Cc1ccc(NC(=O)COC(=O)c2csc3c2CCC(C)C3)cc1S(=O)(=O)N1CCCCC1 (stereo unspecified),9%,.,14%,12,-7%,0%,-3.1,-14%
COc1ccc(NC(=O)Cn2c(C(C)C)nc(C)cc2=O)cc1Cl,7%,-38%,-3%,3,-3%,-7%,-0.2,-8%
NC1=NC2(CCCC2)n2c(nc3ccccc32)N1,-9%,-10%,-17%,-9,-5%,-7%,-0.2,2%
COC(=O)c1cc(Br)c(=O)n(CCN2CCOCC2)c1,0%,-31%,-3%,-1,14%,-1%,-0.2,9%
O=C(Cc1ccc(F)cc1)Nc1c2c(nn1-c1cccc(Cl)c1)CS(=O)C2 (stereo unspecified),11%,13%,9%,0,-5%,-8%,0.0,-1%
COc1ccccc1COC(=O)N/C=C/c1ccco1,10%,37%,-11%,-19,-24%,-17%,-0.4,-12%
CC1=C(C(=O)N(C)C)CC(CC(=O)NCCN2CCOCC2)C(=O)N1CCCN1CCCC1=O (stereo unspecified),-5%,-12%,-8%,-6,-11%,-10%,0.4,-9%
COc1ccccc1NS(=O)(=O)c1ccc2nc(CCl)[nH]c2c1,14%,9%,-10%,-13,8%,-11%,0.1,-23%
C=CCOC(=O)C1=C(C)N=C2SCCC(=O)N2C1c1cccs1 (stereo unspecified),-1%,-1%,-11%,8,4%,-4%,0.6,0%
CCOC(=O)N1CCN(S(=O)(=O)c2ccc(OC)c(Cl)c2)CC1,1%,-7%,6%,-5,11%,1%,-0.1,8%
CCN(CC(=O)Nc1cc(Cl)ccc1C)C(=O)CCS(=O)(=O)c1ccc(Cl)cc1,-8%,19%,23%,-2,6%,?,-3.8,-29%
CCNC(=O)C1(C)CCCN(Cc2cccc3c(OC)cc(C(=O)OCC)cc23)C1 (stereo unspecified),8%,3%,-12%,6,-4%,6%,-0.5,3%
CC(=O)Oc1cccc(-c2nc3ccccc3c(=O)o2)c1,8%,-32%,6%,1,-24%,-4%,0.2,-4%
CCCN(CCC)C(=O)C1CC(=O)OC12CCCCC2 (stereo unspecified),-1%,6%,-11%,-6,-21%,-19%,0.0,3%
COc1ccc(/C=C/C(=O)C(C)(C)C)cc1OC,4%,-24%,0%,3,-2%,-12%,0.2,5%
CCOc1ccc(-n2c(C)nc3c(cnn3-c3ccc(Cl)cc3)c2=O)cc1,0%,-11%,5%,-4,13%,-1%,-3.1,9%[57.1 µM]

# Single entries from the list:
# COc1ccc(/C=C/C(=O)C(C)(C)C)cc1OC in FUS suppressor has -24%
# CC1=C(C(=O)N(C)C)CC(CC(=O)NCCN2CCOCC2)C(=O)N1CCCN1CCCC1=O (stereo unspecified) in PI5P4K alpha inh has -6
# S=C(NCCCc1cnc[nH]1)NCCCN(Cc1ccccc1)c1ccc(Br)cn1 in Abeta rescue has -21%
# CCN(CC(=O)Nc1cc(Cl)ccc1C)C(=O)CCS(=O)(=O)c1ccc(Cl)cc1 in WRN helicase inh has -29%
# NC1=NC2(CCCC2)n2c(nc3ccccc32)N1 in PLK1 PBD inh has -7%

# New compounds follow:
SMILES,EPAC1 agonist,FUS suppressor,Abeta rescue,PI5P4K alpha inh,EPAC1 antag,PLK1 PBD inh,IL2 activator,WRN helicase inh
COc1ccc2c(c1)OCC(O)(c1ccccc1)C2=O (stereo unspecified),-1%,-12%,11%,-1,-5%,3%,-0.2,-13%
CCn1c(CNC(=O)Cc2ccc(OC)cc2)nnc1SCC(=O)NC1CCCCC1,-4%,8%,5%,2,2%,-1%,-1.3,-1%
Cc1ccc(C(=O)COc2ccccc2-c2ccccc2)cc1C,1%,0%,-8%,6,-1%,-6%,-0.8,13%
CCc1cc2c(=O)c(-n3cnc4ccccc43)coc2cc1O,4%,9%,16%,0,0%,-9%,0.3,0%
CCOC(=O)Nc1sc2c(c1C#N)CCC(C)C2 (stereo unspecified),-7%,-12%,10%,11,0%,-5%,1.3,-4%
CC(=O)N1CCC(N(CCN2CCOCC2)C(=S)Nc2ccc(C)cc2)CC1,8%,12%,9%,1,0%,-22%,0.5,5%
CCOC(=O)N1CCC(Nc2nc3ccccc3nc2NS(=O)(=O)c2ccc(Cl)cc2)CC1,-3%,34%,-15%,.,8%,?,-0.4,-29%
Cc1ccc(C)c(S(=O)(=O)NCCOc2nc(NC(C)C)nc(NC(C)C)n2)c1,-1%,28%,6%,.,-11%,-16%,-0.4,-6%
CCN1CCN(c2cc(C)c3cc(NC(=S)N4CCCCC4)ccc3n2)CC1,1%,8%,-12%,4,-12%,-6%,3.6,0%
O=C(COc1ccc(C(=O)c2ccccc2)cc1)Nc1ncccc1O,-12%,17%,-17%,0,10%,-6%,-1.1,0%
O=C(Nc1ccc(NC(=O)c2ccco2)c(Cl)c1)c1ccccc1,-2%,-17%,5%,-3,-18%,-15%,-2.9,-16%
